Source: PubChem BioAssay
A350 fluor: compound fluoresces in the Alexa 350 spectral region; Compound autofluorescence, 340/450 nm, Alexa 350 dye-equivalents; stronger effect = higher value; max dye-equivalent concentration, M; 11% of 59,000 active; in the data active = max dye-equivalent concentration above about 10 nM; inconclusive = mostly about 1.1 nM to 9.6 nM
BRCT PPI green: blocks human BRCA1 BRCT binding to phosphopeptide, green readout. BRCA1 BRCT-phosphopeptide binding, green fluorescence polarization. 0.05% of 75,000 active. Potency, µM (titrated, usually from 76.9 µM), inactives show at the top dose activity change, negative = inhibition, hits mostly inhibitors. P38398;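 note: potency is the fitted concentration of half-maximal effect; plate controls were peptide without protein for full effect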
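Fluorescence polarization: His-tagged BRCT (~35 kDa BRCA1 C-terminus, 250 nM) bound to 100 nM fluorescein-labeled phosphorylated 10-aa BACH1 peptide, pH 7.3 phosphate buffer with DTT and Tween 20. Compounds incubated 12 min at room temperature; inhibition read as lowered polarization.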
Casp7 inh: allosteric or competitive inhibitors of human caspase-7 | 0.02% of 75,000 active | Potency, µM (highest dose often 57.5 µM), for inactives: at the top dose activity change, negative = inhibition, hits mostly inhibitors | AID 889 | recombinant caspase-7, Ac-DEVD-AFC fluorescence rate | P55210; active = well fitted inhibition curve with a large enough effect in the main read-out, with a control signal flat, not every such curve was filed as active; inconclusive = small, poorly fitted or top-dose-only effect, or a change in a side signal; note: potency is the fitted concentration of half-maximal effect; % of control where 0% means no effect
4-MU autofl: compound fluoresces in the 4-MU spectral region | compound autofluorescence, 340/450 nm, 4-MU equivalents; stronger effect = higher value | max dye-equivalent concentration, M | 11% of 59,000 active; in the data active = max dye-equivalent concentration above about 10 nM; inconclusive = mostly about 1.1 nM to 9.6 nM
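Compounds in 100 mM Tris, pH 8.0, sat 15 min at room temperature before fluorescence was read at 340 nm excitation/450 nm emission; a per-plate six-point 4-MU standard curve converted signals to dye-equivalent concentration at each compound concentration.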
Caspase-1 inhib: allosteric or competitive inhibitors of human caspase-1; Potency, µM (doses to about 57.5 µM), inactives show at the top dose activity change, negative = inhibition, actives largely listed as inhibitors; 0.03% of 75,000 active; Caspase-1 enzyme, Ac-WEHD-AFC fluorogenic rate; AID 900; P29466;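 note: potency is the fitted concentration of half-maximal effect; plate controls were vehicle for no effect and no substrate for full effect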
Target sequence (P29466 120-297 limits assumed): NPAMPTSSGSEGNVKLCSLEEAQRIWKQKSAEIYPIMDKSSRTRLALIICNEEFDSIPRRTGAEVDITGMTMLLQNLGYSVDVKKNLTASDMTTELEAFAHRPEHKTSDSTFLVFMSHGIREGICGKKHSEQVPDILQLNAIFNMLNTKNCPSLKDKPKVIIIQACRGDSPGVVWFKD
Target sequence (P29466 317-404 limits assumed): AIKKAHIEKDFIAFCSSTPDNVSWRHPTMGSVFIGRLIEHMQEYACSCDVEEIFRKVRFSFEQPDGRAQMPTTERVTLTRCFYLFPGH
Rhodamine autofl: compound autofluorescence in rhodamine spectral region | Rhodamine-region fluorescence, 547/598 nm, Tris buffer; stronger effect = higher value | max dye-equivalent concentration, M | 0.05% of 59,000 active; in the data active = max dye-equivalent concentration above about 11 nM; inconclusive = between about 1.1 nM and that limit
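qHTS spectral profiling of compounds without any target or enzyme present, in pH 8.0 Tris buffer; plates were read after a 15-minute room-temperature incubation using the rhodamine-region filter set.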
BRCT inh red: disrupts BRCA1 BRCT binding to phosphoprotein, red fluorophore readout; P38398; BRCT-phosphopeptide binding, red fluorescence polarization; Potency, µM (top dose mostly 76.9 µM), without a hit: at the top dose activity change, negative = inhibition, actives largely listed as inhibitors; 0.03% of 75,000 active; AID 892; note: % is set by controls: 0 for no effect and ±100 for the full control effect
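Rhodamine-labelled pBACH1 10-mer (100 nM) bound to BRCT domain (100 nM) at pH 7.3; compounds incubated 12 min room temperature, polarization read. Free peptide defines full inhibition; unlabelled decapeptide titrated as control.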
Fluorescein fluor: compound fluoresces in the fluorescein spectral region; Compound autofluorescence, 480/540 nm, fluorescein-equivalent; stronger effect = higher value; max fluorescein-equivalent concentration, M; 0.91% of 59,000 active; in the data active = max fluorescein-equivalent concentration above about 10 nM; inconclusive = between about 1.1 nM and that limit
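Compounds (23 nL) in 100 mM Tris pH 8.0, 15 min at room temperature, then fluorescence read at 480 nm excitation/540 nm emission. Signal converted to fluorescein-equivalent concentration from an on-plate fluorescein standard curve.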
HEK293 cAMP cs: parental HEK293 cAMP activation (counter-screen); 2.5% of 73,000 active; parental HEK293 CNG cAMP sensor, membrane potential fluorescence; Potency, µM (doses to about 57.1 µM), without a hit: at the top dose activation, hits mostly activators; AID 938; note: potency is the fitted concentration of half-maximal effect; % of control where 0% means no effect; nearly all actives have a fitted effect of over 55% in size
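Parental HEK 293 cells stably expressing a cAMP-gated CNG channel were loaded with membrane potential dye containing 100 uM RO 20-1724 for 60 min. Compound added for 30 min; depolarization read as fluorescence intensity at 590 nm.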
USP2a inh: blocks human ubiquitin-specific protease USP2a | 0.1% of 60,000 active | Potency, µM (titrated, usually from 38.3 µM), for the others: at the top dose activity change, negative = inhibition, actives largely listed as inhibitors | USP2a enzymatic assay, qHTS inhibition | O75604;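 note: potency is the fitted concentration of half-maximal effect; nearly all actives have a fitted effect of over 60% in size; plate controls were DMSO for no effect and NEM full inhibition control for full effect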
Target sequence (O75604 whole entry, looked up): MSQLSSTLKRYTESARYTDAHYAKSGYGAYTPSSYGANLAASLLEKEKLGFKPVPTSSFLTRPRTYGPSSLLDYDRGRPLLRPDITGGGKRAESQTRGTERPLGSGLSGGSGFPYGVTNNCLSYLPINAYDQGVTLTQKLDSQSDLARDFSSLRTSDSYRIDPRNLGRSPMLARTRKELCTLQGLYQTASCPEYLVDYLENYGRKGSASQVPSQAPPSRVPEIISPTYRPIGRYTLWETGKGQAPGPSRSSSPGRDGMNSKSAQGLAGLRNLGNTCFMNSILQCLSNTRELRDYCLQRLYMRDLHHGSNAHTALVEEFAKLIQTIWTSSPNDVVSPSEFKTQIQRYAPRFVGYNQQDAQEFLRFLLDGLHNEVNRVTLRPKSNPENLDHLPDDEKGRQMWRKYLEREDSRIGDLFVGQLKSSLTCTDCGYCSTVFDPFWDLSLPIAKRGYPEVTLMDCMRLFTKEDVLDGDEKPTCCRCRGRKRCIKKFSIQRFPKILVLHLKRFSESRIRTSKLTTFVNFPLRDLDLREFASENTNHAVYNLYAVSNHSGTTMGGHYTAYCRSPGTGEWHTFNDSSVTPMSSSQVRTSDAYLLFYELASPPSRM
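USP2 core (20nM final) preincubated 30 min RT with compound, then Ub-PLA2 20nM and NBD C6-HPC 20uM final added; buffer 20mM Tris-HCl pH 8.0, 2mM CaCl2. Fluorescence Ex 460/Em 535 read at 0 and 2.5 h; normalized to NEM.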
TexasRed autofl: compound fluoresces in the Texas Red spectral region | AID 587 | 0.06% of 59,000 active | max dye-equivalent concentration, M | Compound fluorescence, Texas Red channel, 547/618 nm; stronger effect = higher value; in the data active = max dye-equivalent concentration above about 10 nM; inconclusive = between about 1.1 nM and that limit
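Dye-equivalent concentrations come from scaling compound signal (ex 547, em 618 nm) to six Texas Red standard concentrations run on every plate, after 15 min room-temperature incubation in pH 8.0 Tris (100 mM).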
Starred values were filed as active, the others as inactive; i = inactive; ? = inconclusive; nt = no result given; [ ] = remark or other dose. Unless noted, calls come from the whole dose curve; as a rule, active = well fitted curve in the direction sought with a large enough effect; inconclusive = small, poorly fitted or top-dose-only effect, or another doubt; inactive = no such curve, though single readings can be large; an effect the other way counts as inactive or inconclusive. A portion of the library, so the mix of outcomes need not match the whole.

structure	BRCT inh red	HEK293 cAMP cs	TexasRed autofl	4-MU autofl	A350 fluor	BRCT PPI green	Caspase-1 inhib	Rhodamine autofl	USP2a inh	Casp7 inh	Fluorescein fluor
O=C(O)/C=C\C=C/c1ccc2c(c1)OCO2	0.0%[15.4 µM]	10%[11.4 µM]	i	1.4e-08M*	1.3e-08M*	-0.3%[15.4 µM]	0%[11.5 µM]	i	nt	0%[11.5 µM]	i
O=C(NC1CCC(NC(=O)C2CCCO2)CC1)C1CCCO1 (stereo unspecified)	1.3%	2%	i	i	i	-0.5%	-1%	i	-3%	0%	i
Cc1cc2cc(C(c3nnnn3Cc3ccco3)N3CCc4ccccc43)c(=O)[nH]c2cc1C (stereo unspecified)	-0.5%	11%	i	?	?	1.3%	?	i	nt	-23%	i
CCn1c2ccccc2c2nnc(SCC(=O)NC(C(=O)OC)C(C)C)nc21 (stereo unspecified)	-1.5%	-4%	i	i	i	-1.1%	1%	i	13%	-1%	i
CCOc1ccc(NC(=O)CC2NCCNC2=O)cc1 (stereo unspecified)	0.9%	6%	i	i	i	-1.6%	1%	i	-2%	2%	i
COC(=O)c1ccc(C2/C(=C(\O)c3ccc(OC)c(C)c3)C(=O)C(=O)N2c2cc(C)on2)cc1 (stereo unspecified)	nt	nt	i	i	i	nt	nt	i	nt	nt	?
CCC(=O)N1CCc2cc(Br)cc(S(=O)(=O)NCCN3CCOCC3)c21	0.7%	5%	?	i	i	-0.8%	1%	i	4%	0%	i
CCOC(=O)c1cccc(NC(=O)c2cccs2)c1	-1.7%	13%	?	i	i	-0.2%	-3%	i	7%	-1%	i
COC(=O)c1ccccc1NC(=O)NC1CCN(Cc2ccccc2)CC1	-0.7%	8%	i	i	i	-0.7%	-1%	i	16%	0%	i
CCN(CC)CCn1c2ccccc2c2nc(C)sc21	1.3%	18%	?	i	i	-1.5%	3%	i	2%	0%	i
Cn1c(SCc2nc3ccccc3n2CCO)nc2ccccc21	-1.3%	-9%	i	?	?	-1.7%	-6%	i	7%	-3%	i
CCOC(=O)N1CCC(NC(=O)CN2C(=O)COc3ccc(C(C)(C)C)cc32)CC1	-0.2%	5%	i	i	i	-2.9%	-2%	i	6%	0%	i
COC(=O)[C@H]1C[C@@H]1[C@H](NC(=O)c1ccccc1)c1ccccc1	0.8%	22%	nt	nt	nt	-1.2%	1%	nt	nt	2%	nt
COc1ccc(NC(=O)N2CC[C@@]3(CCCN(C(=O)c4ccncc4)C3)C2)cc1	-0.2%	20%	i	i	i	-1.0%	-2%	i	-1%	2%	i
CO[C@@H]1/C=C\O[C@]2(C)Oc3c(C)c(O)c4c(O)c(cc(O)c4c3C2=O)NC(=O)/C(C)=C\C=C/[C@H](C)[C@@H](O)[C@H](C)[C@H](O)[C@H](C)[C@H](OC(C)=O)[C@@H]1C	-0.3%[15.4 µM]	-5%[11.4 µM]	i	2.4e-08M*	2.3e-08M*	-4.0%[15.4 µM]	1%[11.5 µM]	i	nt	-2%[11.5 µM]	i
CC(=O)N1CCc2cc(S(=O)(=O)CCC(=O)N3CCN(C(=O)c4ccco4)CC3)ccc21	2.1%	2%	i	i	i	-2.8%	-1%	i	-2%	1%	i
CCN(CC)CCCN(C(=O)c1cccs1)c1nc(-c2ccc(OC)cc2)cs1	-0.3%	-70%[inhibitor]	?	i	i	-0.7%	-1%	i	14%	-1%	i
O=C(Nc1ccccc1N1CCN(c2ccccc2)CC1)C1CCCCC1	0.7%	7.9µM*	i	i	i	-0.8%	0%	i	nt	1%	i
COc1ccccc1CN(CC(=O)NCc1ccco1)C(=O)CNS(=O)(=O)c1ccc(C)cc1	-1.9%	17%	i	i	i	1.4%	-2%	i	12%	-1%	?
Cn1c(SCC(N)=O)nnc1C1CCN(S(=O)(=O)c2ccccc2C(F)(F)F)CC1	0.7%	-9%	?	i	?	0.3%	1%	i	10%	0%	i
Cc1ccccc1-c1nc(CN2CCCC(C(=O)NCCCN3CCOCC3)C2)c(C)o1 (stereo unspecified)	-0.2%	16%	?	?	?	-0.6%	0%	i	7%	0%	i
Cn1c(=O)c2c(nc(CN3CCN(C(=O)c4ccco4)CC3)n2CCCc2ccccc2)n(C)c1=O	1.1%	2%	nt	nt	nt	3.0%	-3%	nt	nt	0%	nt
CCC(CC)C(=O)N(c1ccc(F)cc1)C1C=CS(=O)(=O)C1 (stereo unspecified)	0.1%	11%	?	i	i	-2.1%	-10%	i	11%	-6%	i
CCn1c(SCC(=O)Nc2nc3ccc(C)cc3s2)nc2c(c1=O)SC(C)C2 (stereo unspecified)	1.6%	17%	i	i	i	-1.3%	-3%	i	54%[activator]	-2%	i
CC(=O)c1c(C)nc2ccccc2c1N	-0.3%	-7%	?	?	1e-08M*	-0.9%	-1%	i	24%	-2%	i
COc1ccc(NC(=O)c2cnc(C)cn2)c2ncccc12	0.7%	-10%	i	i	i	-2.5%	-3%	i	1%	0%	i
O=C(O)Cc1ccc(NC(=O)C2CCCCC2C(=O)O)cc1 (stereo unspecified)	-0.7%	11%	nt	nt	nt	-0.6%	1%	nt	-3%	0%	nt
Cn1cc(Br)cc2nc(C(F)(F)F)nc1-2	nt	nt	?	i	i	nt	nt	i	nt	nt	i
Cc1ccccc1CS(=O)(=O)Cc1ccc(C(=O)NCc2ccco2)o1	-1.2%	-3%	?	i	i	-2.5%	2%	i	-6%	0%	?
O=c1[nH]c(N2CCc3ccccc3C2)nc2c1CCCC2	0.0%	3%	i	i	i	-0.9%	0%	i	-8%	0%	?
O=C(CN1CCCC1=O)NC1(C(F)(F)F)NC(=O)N(Cc2ccccc2)C1=O (stereo unspecified)	-0.4%	1%	?	i	i	-1.0%	3%	i	0%	0%	i
CN1C(=O)c2cccc3c(S(=O)(=O)Nc4ccccn4)ccc1c23	-2.4%	5%	i	?	?	-0.4%	?	i	-1%	-29%	i
COc1ccc(C(c2nnnn2C(C)(C)C)N2CCN(c3nc4ccccc4s3)CC2)cc1 (stereo unspecified)	-1.1%	30%	i	i	i	-4.2%	-2%	i	24%	-1%	?
O=C(Cn1c(=O)oc2cc(S(=O)(=O)N3CCCCCC3)ccc21)NC1CCCCC1	-0.2%	5%	nt	nt	nt	-2.0%	1%	nt	nt	-1%	nt
CCCCCCNc1cc2n(c(=O)n1)CCc1cc(OC)c(OC)cc1-2	-1.2%	1%	i	8.4e-08M*	1e-07M*	1.1%	-3%	i	26%	-3%	?
Cn1c(=O)c2c(nc(NC3CCCCC3)n2CC(=O)C23CC4CC(CC(C4)C2)C3)n(C)c1=O	-0.2%	-29%	i	i	i	-2.1%	-3%	i	19%	-2%	i
CN1C(=O)C2CN(CCc3ccccc3)CNC2N(C)C1=O (stereo unspecified)	-0.6%	7%	?	?	?	-0.7%	0%	i	4%	-1%	i
CCC12CN3CC(CC)(CN(C1)C3c1ccccc1Cl)C2O (stereo unspecified)	-0.3%	11%	i	i	i	-5.1%	-1%	i	-1%	-1%	i
COC(=O)[C@@H]1CC[C@H](C)[C@@H](c2ccc(C)cc2)N1C(=O)c1ccc(/C=N\O[C@@H](C)CN2CCCc3nc(C)c(C)cc32)cc1	0.7%[15.4 µM]	15%[11.4 µM]	nt	nt	nt	0.8%[15.4 µM]	-1%[11.5 µM]	nt	nt	-1%[11.5 µM]	nt
Cc1nnc2n(Cc3ccccc3)c(=O)c3c4c(sc3n12)COC(C(C)C)C4 (stereo unspecified)	nt	nt	i	i	i	nt	nt	i	nt	nt	i
Cc1cc(NS(=O)(=O)c2ccc(NC(=O)C(C)N3C(=O)c4ccccc4C3=O)cc2)nc(C)n1 (stereo unspecified)	-0.7%	-3%	i	i	i	-2.4%	-1%	i	-10%	0%	i
c1ccc(-c2ccccc2-c2nc(-c3cccnc3)no2)cc1	-2.0%	?	i	1.2e-08M*	1.3e-08M*	-1.8%	-2%	i	-13%	-2%	i
Cc1ccc2c(c1)NCC(C(=O)NC1CCC(C)CC1)O2 (stereo unspecified)	0.9%	13%	nt	nt	nt	-0.8%	0%	nt	nt	-2%	nt
Cc1cc(C)c2c3c(c(-c4ccccc4)n2n1)c(=O)n(C)c(=O)n3C	-1.1%	-1%[11.4 µM]	nt	nt	nt	4.2%	-10%	nt	-3%[7.66 µM]	-6%	nt
CCOC(=O)c1cc(-c2nnc(-c3cc(OC)c(OC)c(OC)c3)o2)c(C)nc1C	-1.7%	1%	i	2.4e-08M*	1.8e-08M*	-1.4%	-2%	i	9%	-1%	i
COc1ccc(NC(=O)C2CCCN(S(=O)(=O)c3c(C)n[nH]c3C)C2)c(OC)c1 (stereo unspecified)	-0.1%	1%	i	i	i	-2.0%	4%	i	8%	3%	i

Taken from above for reference:
structure	BRCT inh red	HEK293 cAMP cs	TexasRed autofl	4-MU autofl	A350 fluor	BRCT PPI green	Caspase-1 inhib	Rhodamine autofl	USP2a inh	Casp7 inh	Fluorescein fluor
O=C(CN1CCCC1=O)NC1(C(F)(F)F)NC(=O)N(Cc2ccccc2)C1=O (stereo unspecified)	-0.4%	1%	?	i	i	-1.0%	3%	i	0%	0%	i
CN1C(=O)c2cccc3c(S(=O)(=O)Nc4ccccn4)ccc1c23	-2.4%	5%	i	?	?	-0.4%	?	i	-1%	-29%	i
